Source: PubChem BioAssay
Mot1-301 SUMO = blocks SUMOylation pathway, rescuing yeast Mot1-301 growth | S. cerevisiae Mot1-301 growth rescue, ATP luminescence, 38.5C; percent above DMSO median, 100 means doubled | growth rescue, % at 18.8 µM | 320,000 compounds, 1% hits;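 active means every valid replicate shows activation above 250% relative to neutral control wells; inactive means the rest, any valid replicate at or below 250%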;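 further: OY570 slx delta 5 strain wells were the positive control but not used for scaling; some compounds called inactive have numbers as strong as hits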
phage Ecoli inh = E. coli growth loss with phage present; inhibition, % at 11.9 µM; 360,000 compounds, 0.26% hits; growth absorbance; AID 651602; in the data active means inhibition above about 11%
PKA-R2B activ = PKA-R2B complex activation; AID 504700; activation, % at 11.4 µM; PKA-R2B holoenzyme dissociation, Cy5-IP20 fluorescence polarization; R2B truncated from residue 108, S112A mutant; 0% DMSO only, 100% 113 µM cGMP; 340,000 compounds, 0.079% hits; P22694+P31323;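 active means activation above a cutoff set at the mean over all compounds plus 3 SD, cut at about 18% in these data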;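 further: higher means more holoenzyme dissociation and a rise in polarization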
DAGLB inhibitor = diacylglycerol lipase beta (human) inhibition; Q8NCG7; HEK293T DAGLB membrane lysate, EnzChek fluorogenic substrate; inhibition, % at 5.17 µM; 340,000 compounds, 0.059% hits; AID 504411; in the data active means inhibition above about 34%;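 further: 0% = enzyme with vehicle and 100% = wells lacking enzyme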
Target sequence (Q8NCG7 whole entry, looked up): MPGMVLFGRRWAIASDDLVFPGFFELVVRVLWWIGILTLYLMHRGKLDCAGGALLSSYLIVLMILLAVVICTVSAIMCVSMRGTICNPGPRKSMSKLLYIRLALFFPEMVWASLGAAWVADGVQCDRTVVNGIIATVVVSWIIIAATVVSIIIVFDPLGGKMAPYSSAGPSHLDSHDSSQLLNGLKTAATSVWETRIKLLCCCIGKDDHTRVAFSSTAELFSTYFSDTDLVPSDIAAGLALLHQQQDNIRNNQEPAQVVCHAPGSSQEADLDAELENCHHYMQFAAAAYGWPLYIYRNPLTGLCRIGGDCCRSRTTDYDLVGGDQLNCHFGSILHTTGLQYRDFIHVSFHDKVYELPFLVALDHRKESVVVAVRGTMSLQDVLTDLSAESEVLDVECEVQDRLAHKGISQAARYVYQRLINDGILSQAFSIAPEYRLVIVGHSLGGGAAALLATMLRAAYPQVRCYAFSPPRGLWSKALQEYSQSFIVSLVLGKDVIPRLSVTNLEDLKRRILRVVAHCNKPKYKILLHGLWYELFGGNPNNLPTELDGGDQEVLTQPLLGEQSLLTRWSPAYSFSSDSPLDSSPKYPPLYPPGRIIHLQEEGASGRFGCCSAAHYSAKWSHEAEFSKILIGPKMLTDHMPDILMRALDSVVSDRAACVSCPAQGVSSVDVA
AddAB inh = less growth of phage-infected E. coli with AddAB; E. coli expressing H. pylori AddAB, absorbance growth; inhibition, % at 11.9 µM; 330,000 compounds, 0.29% hits; AID 435030; in the data active means inhibition above about 12%;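 further: 0% = vehicle wells of infected cells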
CDK5 inh = inhibitors of human CDK5/p35 kinase; Q00535+Q15078; AID 488839; inhibition, % at 10 µM; Recombinant CDK5/p35, ADP-Glo luminescence, 60 min; 330,000 compounds, 0.01% hits;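 active means highest replicate inhibition of at least 50% and at least 75% of replicates reaching 50%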;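 further: plate controls were DMSO neutral control for no effect and GW8510 at 10 µM for full effect; many of its hits are not listed in these tables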
HTR5A inv ctr = counter-screen for OPRM1-OPRD1 inverse agonists: human HTR5A inverse agonism. HTR5A cell line, luminescence. inhibition, % at 9.3 µM. 340,000 compounds, 0.083% hits; in the data active means inhibition mostly above about 23%, no sharp cut-off; inactive means mostly below about 18%;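 further: 0% = cells with DMSO and 100% = no-cell wells with DMSO; some compounds called inactive have numbers as strong as hits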
Target sequence (P47898 whole entry, looked up): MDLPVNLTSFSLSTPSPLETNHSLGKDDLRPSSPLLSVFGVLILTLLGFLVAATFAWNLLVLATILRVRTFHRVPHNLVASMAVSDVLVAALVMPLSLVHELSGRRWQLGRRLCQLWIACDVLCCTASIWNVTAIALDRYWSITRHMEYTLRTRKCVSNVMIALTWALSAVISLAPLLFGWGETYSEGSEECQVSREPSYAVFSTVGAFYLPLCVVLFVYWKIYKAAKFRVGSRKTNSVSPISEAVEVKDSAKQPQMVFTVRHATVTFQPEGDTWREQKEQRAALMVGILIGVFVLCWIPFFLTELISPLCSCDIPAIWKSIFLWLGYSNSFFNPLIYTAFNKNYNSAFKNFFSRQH
Ecoli viability = bacterial growth inhibition, counter-screen for AddAB inhibitors | E. coli V3065 growth, OD600 absorbance, 18 h | inhibition, % at 11.9 µM | 330,000 compounds, 0.27% hits;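 active means inhibition above the campaign's mean inhibition across all tested compounds plus 3 SD, cut at about 9.9% in these data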;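 further: uninfected addAB+ strain grown without phage in ampicillin broth; 0% = DMSO wells and 100% = ciprofloxacin 0.95 µg/ml wells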
HTR5A ag = HTR5A agonism, opioid heterodimer counter-screen. P47898. HTR5A agonist assay, luminescence, cell-based. activation, % at 9.3 µM. 340,000 compounds, 0.61% hits; in the data active means activation mostly above about 9.5%, no sharp cut-off; inactive means mostly below about 7.6%;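 further: 0% = cells with vehicle only and 100% = reference agonist; strong numbers were not always called active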
Tat export inh = inhibitors of E. coli Tat protein transport; inhibition, % at 10 µM; 340,000 compounds, 0.036% hits; E. coli MC4100 TorA-mCherry Tat export, fluorescence;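 active means mean replicate inhibition at least 50% and at least half of replicates individually reaching 50%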;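 further: exported cargo escapes ClpAP degradation while cytoplasmic cargo is degraded and loses fluorescence; 0% = median of neutral control wells and 100% = median of NaSCN control wells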
PKA-R1A activ = activators of PKA-R1A complex. 340,000 compounds, 0.083% hits. P00514+P68181. PKA-R1A dissociation, Cy5-IP20 fluorescence polarization; scaled: DMSO 0%, 113 µM cGMP 100%. activation, % at 11.4 µM;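 active means percent activation above the mean of all tested compounds plus 3 SD, cut at about 19% in these data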;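 further: higher means more PKAc released from R1A so a rise in polarization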
Starred values were filed as active, the others as inactive; . = not tested or not shown. Compounds as they come; overall some 2.3% were active at least once.

1) CCN(CC(=O)N1CCN(Cc2ccccc2)CC1)S(=O)(=O)c1ccc(F)cc1
2) Cc1cc(NC(=O)CSc2nnc(C3COc4ccccc4O3)o2)no1 (stereo unspecified)
3) CN1C(=O)/C(=C/c2ccc(C(=O)Nc3ccc(O)cc3C(=O)O)cc2)SC1=S
4) Cn1nc(C(=O)NCc2ccc(F)cc2)c2c1-c1ccccc1S(=O)(=O)C2
5) Cc1cc(-c2csc(Nc3ccccn3)n2)ccc1F
6) Cc1nonc1C(=O)N/N=C/c1ccc(O)cc1O
7) CC1CCCN(C(=O)c2ccncc2)C1 (stereo unspecified)
8) COc1ccc(S(=O)(=O)N2CCCCC2)cc1NC(=O)Cc1ccsc1
Screen / compound no.	1	2	3	4	5	6	7	8
Mot1-301 SUMO	20	-4	-41	-4	-4	17	-19	-17
phage Ecoli inh	1.3	0.6	1.2	3.6	-0.1	0.1	2.2	0.2
PKA-R2B activ	1	-6	-1	-11	-8	-1	2	1
DAGLB inhibitor	-2	-3	5	-1	-5	3	-3	2
AddAB inh	1.5	-0.3	0.3	2.2	3.7	1.1	2.1	1.4
CDK5 inh	0.1	-0.2	-0.9	0.2	1.2	9.2	0.6	1.1
HTR5A inv ctr	2	15	14	13	10	-6	3	3
Ecoli viability	2.6	-1.0	0.4	-0.9	3.1	-4.2	-1.8	-0.2
HTR5A ag	7	6	-4	3	4	2	-1	-3
Tat export inh	1	0	-5	-10	7	-8	-14	-13
PKA-R1A activ	-3	-2	1	-16	-4	-18	-4	2

9) CCC(=O)NC(C)C(c1cccs1)N1CCN(c2ccccc2)CC1 (stereo unspecified)
10) COc1ccc(/C(O)=C2/C(=O)C(=O)N(CCCC(=O)O)C2c2ccc(OC)cc2)cc1 (stereo unspecified)
11) Nc1nc(Nc2ccc(Cl)cc2)nc2ccccc12
12) COC(=O)c1ccc(CN2CCCC(CO)(Cc3ccccc3F)C2)cc1 (stereo unspecified)
13) CN=CC1=C(O)c2ccccc2C1=O
14) CC(C)=C1C2CCC1C1C(=O)N(c3nc(-c4ccccc4)c(C)s3)C(=O)C21 (stereo unspecified)
15) CCC1Oc2ccc(C)cc2N(CC(=O)NCCCN2CCOCC2)C1=O (stereo unspecified)
16) C=CCOc1cccc(CNc2cccc(C(=O)O)c2)c1
Screen / compound no.	9	10	11	12	13	14	15	16
Mot1-301 SUMO	-19	-1	-41	0	10	-12	-5	-7
phage Ecoli inh	0.7	2.8	3.3	0.1	2.0	1.8	2.6	3.1
PKA-R2B activ	-3	-13	6	3	-3	-3	-11	9
DAGLB inhibitor	0	0	1	-5	0	-5	-1	0
AddAB inh	2.6	0.4	0.7	0.8	-0.1	3.6	2.4	1.1
CDK5 inh	0.7	-1.4	6.1	0.9	1.5	0.3	-1.0	0.3
HTR5A inv ctr	16	-3	-13	-10	-14	-20	-10	-7
Ecoli viability	1.4	-2.4	2.1	-0.6	-4.5	0.3	0.2	0.7
HTR5A ag	-4	1	5	4	-4	-2	4	0
Tat export inh	5	-5	-8	-9	0	9	5	-5
PKA-R1A activ	-9	-10	-9	-5	-2	-9	10	-6

Profiles, looked up by structure:
Profile of `Nc1nc(Nc2ccc(Cl)cc2)nc2ccccc12` = Mot1-301 SUMO: -41; phage Ecoli inh: 3.3; PKA-R2B activ: 6; DAGLB inhibitor: 1; AddAB inh: 0.7; CDK5 inh: 6.1; HTR5A inv ctr: -13; Ecoli viability: 2.1; HTR5A ag: 5; Tat export inh: -8; PKA-R1A activ: -9
Profile of `CC(C)=C1C2CCC1C1C(=O)N(c3nc(-c4ccccc4)c(C)s3)C(=O)C21` (stereo unspecified) = Mot1-301 SUMO: -12; phage Ecoli inh: 1.8; PKA-R2B activ: -3; DAGLB inhibitor: -5; AddAB inh: 3.6; CDK5 inh: 0.3; HTR5A inv ctr: -20; Ecoli viability: 0.3; HTR5A ag: -2; Tat export inh: 9; PKA-R1A activ: -9

(further entries)
17) O=C(NCc1cccnc1)Nc1cccc(Cl)c1
18) COc1ccc(C)cc1NC(=O)CN1C(=O)C(=O)N(C2CCCC2)C1=O
19) COC(=O)c1c(NC(=O)CSc2nnc(-c3ccco3)n2C)sc(C)c1C
20) COc1ccc(-c2nn(-c3ccccc3C)cc2CNC(C)Cn2cncn2)cc1F (stereo unspecified)
21) NC(=O)C1CCN(C(=O)C2CC(=O)N(c3ccc4c(c3)OCCO4)C2)CC1 (stereo unspecified)
22) CC1N(O)C(c2ccc(Cl)cc2Cl)N(O)C1(C)C (stereo unspecified)
23) CCCCNC(=S)N1CCn2cccc2C1c1ccccc1 (stereo unspecified)
24) C=C(C)CN1C(=O)C2(OCCO2)c2ccccc21
Screen / compound no.	17	18	19	20	21	22	23	24
Mot1-301 SUMO	-23	.	-19	100	3	2	16	-13
phage Ecoli inh	3.7	2.7	0.6	-1.8	-2.2	0.2	0.9	2.8
PKA-R2B activ	2	-10	-7	-8	-2	-5	3	3
DAGLB inhibitor	-1	-3	1	0	-1	-3	-3	-4
AddAB inh	1.5	0.6	0.3	-0.1	2.9	1.4	0.2	1.0
CDK5 inh	-1.0	0.9	1.6	-1.8	-0.4	0.7	1.1	-8.0
HTR5A inv ctr	6	-7	-5	-16	3	-22	-4	-11
Ecoli viability	-1.4	3.0	0.2	1.7	-0.5	1.8	0.6	0.5
HTR5A ag	-2	3	4	-2	-1	-1	3	3
Tat export inh	10	8	8	-3	2	4	4	-17
PKA-R1A activ	7	-11	-1	-13	10	-15	6	-5

Next section; the last 2 above are carried over.
23) CCCCNC(=S)N1CCn2cccc2C1c1ccccc1 (stereo unspecified)
24) C=C(C)CN1C(=O)C2(OCCO2)c2ccccc21
25) CCCOc1cccc(C(=O)N(Cc2ccc(OC)c(OC)c2)C2CCS(=O)(=O)C2)c1 (stereo unspecified)
26) CN(Cc1ccccc1)C(=O)CNC(=O)C12CC3CC(CC(C3)C1)C2
27) CC(CC(=O)Nc1nnc(CC(C)(C)C)s1)c1ccccc1 (stereo unspecified)
28) COc1c(F)c(F)c(C(=O)Nc2ccccc2N2CCN(C(=O)C(C)C)CC2)c(F)c1F
29) C#CCNC(=O)C1=C[C@@H](c2ccc3c(c2)OCO3)C[C@@H](OCc2ccc(CO)cc2)O1
30) O=C(C1=C(O)C(=O)N(Cc2ccccc2)C1c1cccnc1)c1ccco1 (stereo unspecified)
31) COc1ccc(/C=N/S(=O)(=O)c2ccc(C)cc2)cc1
32) c1ccc2[nH]c(CSc3nc4ccccc4s3)nc2c1
Screen / compound no.	23	24	25	26	27	28	29	30	31	32
Mot1-301 SUMO	16	-13	-4	-10	-11	20	4	16	-7	-6
phage Ecoli inh	0.9	2.8	-1.7	-0.5	0.6	2.6	0.3	2.4	3.9	6.4
PKA-R2B activ	3	3	-1	-1	-5	-7	21*	2	3	-4
DAGLB inhibitor	-3	-4	3	-1	-1	-5	3	-2	1	-8
AddAB inh	0.2	1.0	0.6	2.6	1.5	-0.4	1.4	0.0	0.5	1.0
CDK5 inh	1.1	-8.0	2.3	1.2	-1.0	0.7	0.3	-0.4	2.2	-2.6
HTR5A inv ctr	-4	-11	-31	-37	-39	18	-9	5	-1	-1
Ecoli viability	0.6	0.5	-1.9	-3.1	-2.3	0.5	-1.9	0.7	0.1	-0.4
HTR5A ag	3	3	-3	13	0	-6	6	-3	0	0
Tat export inh	4	-17	0	2	12	-6	-2	1	-2	-4
PKA-R1A activ	6	-5	7	-5	-8	-4	0	0	-4	2

33) O=c1c2c(nc3nc[nH]n13)CCC2
34) O=C(Cc1ccc(Cl)cc1)N1CCN(c2ccccc2)CC1
35) O=c1[nH]cnc2cc(-c3ccccc3)sc12
36) Cc1cccc(NC(=O)CCC2CCN(C(=O)c3ccc(C)s3)CC2)c1
37) Cc1ccc(S(=O)(=O)Nc2nc(N)n(-c3ccccc3)n2)cc1
38) O=C(CSc1nnnn1-c1ccccc1)NC1CCCc2ccccc21 (stereo unspecified)
39) COc1ccc(N2CC(C(=O)NCCN3C(=O)S/C(=C\c4cccnc4)C3=O)CC2=O)c(OC)c1 (stereo unspecified)
40) Cc1cccn2c(=O)c3cc(C(=O)NCC4CCCO4)c(=N)n(CC4CCCO4)c3nc12 (stereo unspecified)
Screen / compound no.	33	34	35	36	37	38	39	40
Mot1-301 SUMO	3	-1	3	10	-1	-15	-6	-4
phage Ecoli inh	-0.1	3.8	-0.1	1.7	3.1	4.7	4.7	-2.3
PKA-R2B activ	-1	-9	-8	-11	.	-2	-11	1
DAGLB inhibitor	0	-4	-1	-3	.	-2	-2	-1
AddAB inh	3.0	1.1	1.8	-1.5	3.4	2.9	3.1	2.7
CDK5 inh	1.1	-1.3	2.7	-0.1	0.8	1.9	-0.1	0.1
HTR5A inv ctr	-3	2	21	-2	.	3	-10	-6
Ecoli viability	-0.4	1.1	2.9	1.3	-0.8	-1.0	0.6	-3.0
HTR5A ag	-2	-1	-4	-1	.	-1	4	-3
Tat export inh	3	-6	0	6	-12	1	-2	-6
PKA-R1A activ	-5	1	-6	3	.	-1	5	11

41) C=CC[C@H](CC(=O)N(CCO)Cc1ccccc1)C(=O)N[C@H](COC(=O)[C@@H](CC=C)Cc1ccc(F)cc1)C(C)(C)C
42) CCSC1=NCCN1S(=O)(=O)c1ccc2ccccc2c1
43) COc1cccc(C(=O)Nc2ncc3c(n2)CC(C)CC3=O)c1 (stereo unspecified)
44) CCC1(CC)C(=O)NC(=O)NC1=NCCc1c[nH]c2ccccc12
Screen / compound no.	41	42	43	44
Mot1-301 SUMO	26	3	6	3
phage Ecoli inh	-1.6	3.4	4.1	0.8
PKA-R2B activ	-8	-10	-20	-3
DAGLB inhibitor	-8	-2	3	-3
AddAB inh	1.8	1.6	0.9	-0.4
CDK5 inh	-0.3	1.6	-3.0	2.9
HTR5A inv ctr	-4	2	4	19
Ecoli viability	-0.3	1.3	-2.9	-2.0
HTR5A ag	-4	-1	9	-2
Tat export inh	20	6	4	4
PKA-R1A activ	4	-2	-5	-5
